Screens from PubChem BioAssay.
CaV13 FRET inh: Primary screen for inhibitors of IQ motif and Ca2+-dependent inactivation inhibitor domain binding in CACNA1D, Förster resonance energy transfer in living cells, …; HEK cells, CFP/YFP FRET ICDI-IQ, plate reader, 10 min; percent FRET-ratio fall versus neutral wells; inhibition, % at 12.3 µM; 340,000 compounds, 0.098% hits; AID 743397;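 active = mean replicate inhibition of at least 30% and at least 1% of replicates passing that level; inconclusive = only one of the two criteria is met; inactive = neither criterion is met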;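 also: 0% = median of the neutral control wells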
iPSC survival up: enhancers of human iPSC single-cell survival | survival enhancement, % at 20 µM | 360,000 compounds, 0.044% hits | AID 602274 | hiPSC single-cell survival, ATPlite luminescence; 100% = ROCK inhibitor wells, 0% = DMSO; in the data active = survival enhancement above about 18%;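 also: cells exposed to compounds for 16 hours before the ATP read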
m5-HT2A agonist: agonists of mouse serotonin 5-HT2A receptor (HTR2A); P35363; CHO-K1 mHTR2A beta-arrestin complementation, luminescence; percent of 30 µM serotonin response; activation, % at 7.6 µM; 360,000 compounds, 0.66% hits; AID 624169;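 active = activation above a run cutoff, the mean activation of all tested compounds plus 3 SD, cut at about 14% in these data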;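 also: 0% = plate median of compound wells and 100% = 30 µM serotonin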
Cardio protect: modulators protecting cardiomyocytes from myocardial damage; 360,000 compounds, 0.63% hits; AID 588492; protection from H2O2 cell death, % at 20 µM; H9c2 cardiomyocytes, H2O2 injury protection, ATPLite, 2 h;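 active = compounds giving at least 50% protection of heart cells from peroxide-induced death in the single-dose screen, raw or plate-pattern-corrected value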;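 also: 0% = DMSO wells with peroxide and 100% = DMSO wells without peroxide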
Granule exo inh: blocks lytic granule exocytosis. AID 651702. inhibition, % at 10 µM. TALL-104 LAMP-1 surface exposure, flow cytometry; cells stimulated with thapsigargin and PMA. 360,000 compounds, 0.66% hits;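 active = inhibition above about 55%, limit read from the data; inconclusive = no clear call, values can overlap the other calls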
N-glyco inh: N-linked glycosylation inhibition. D54 ERlucT glycosylation luciferase reporter, 24 h; percent of 100 nM tunicamycin response. reporter increase, % at 12.5 µM. 360,000 compounds, 0.23% hits. AID 588692;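 active = mean luciferase reporter signal, scaled so untreated is 0 and the glycosylation-blocking control 100, at or above a set limit in every replicate; inconclusive = mean reaches the limit but not every replicate does; inactive = mean below the limit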;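 also: luciferase carries N-glycosylation sites so blocking glycosylation raises the light; 0% = median of neutral control wells and 100% = median of 100 nM tunicamycin wells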
Vif inh: HIV Vif inhibition; HEK293T cells, Vif self-association by quenched fluorescence, imaging, 24 h; inhibition, % at 7.49 µM; 340,000 compounds, 0.35% hits; AID 602346; in the data active = inhibition above about 50%, passing the limit was not always enough; inconclusive = no clear call, values can overlap the other calls; inactive = below about 31%; also: some results filed as inactive read as strong as hits
ABCB6 inh 2: human ABCB6 transporter inhibition | AID 602162 | fluorescence ratio to DMSO, % at 10 µM | Q9NP58 | 360,000 compounds, 0.19% hits | K562-ABCB6 porphyrin accumulation, flow cytometry, 1 h; stronger effect = lower value;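 active = fluorescence ratio to DMSO below 75%, the collection mean minus 3 SD; inconclusive = too few cells collected in the well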;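 also: signal is porphyrin accumulated inside mitochondria; 100% equals median channel fluorescence of DMSO control wells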
Target sequence (Q9NP58 whole entry, looked up): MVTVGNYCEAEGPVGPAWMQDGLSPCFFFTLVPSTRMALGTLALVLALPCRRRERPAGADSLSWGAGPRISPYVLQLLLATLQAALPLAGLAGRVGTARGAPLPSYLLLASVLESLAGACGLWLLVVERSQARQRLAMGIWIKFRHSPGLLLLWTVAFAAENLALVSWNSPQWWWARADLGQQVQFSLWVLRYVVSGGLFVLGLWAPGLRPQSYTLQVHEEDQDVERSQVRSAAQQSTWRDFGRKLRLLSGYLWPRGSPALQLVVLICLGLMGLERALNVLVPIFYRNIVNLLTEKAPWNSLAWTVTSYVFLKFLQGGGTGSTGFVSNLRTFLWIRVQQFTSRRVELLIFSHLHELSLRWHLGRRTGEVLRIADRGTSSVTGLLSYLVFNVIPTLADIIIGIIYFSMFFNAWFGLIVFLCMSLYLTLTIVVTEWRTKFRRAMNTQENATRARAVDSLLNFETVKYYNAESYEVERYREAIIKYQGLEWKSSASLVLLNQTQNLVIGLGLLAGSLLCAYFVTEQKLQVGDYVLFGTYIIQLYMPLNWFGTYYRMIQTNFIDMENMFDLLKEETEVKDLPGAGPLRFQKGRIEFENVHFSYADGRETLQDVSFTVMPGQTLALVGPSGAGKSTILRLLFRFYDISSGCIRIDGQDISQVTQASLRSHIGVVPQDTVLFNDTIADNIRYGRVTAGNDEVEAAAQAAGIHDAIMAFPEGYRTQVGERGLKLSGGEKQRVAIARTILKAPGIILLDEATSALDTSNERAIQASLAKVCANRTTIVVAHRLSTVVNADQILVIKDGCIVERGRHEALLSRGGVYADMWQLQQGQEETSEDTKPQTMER
PDI turbidity: PDI (human) enzyme inhibition; PDI insulin aggregation turbidity, A650, 90 min; inhibition, % at 10 µM; 350,000 compounds, 0.052% hits;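 active = mean inhibition across replicates of 30% or more, whatever share of single replicates reach that level; inconclusive = mean inhibition below 30% while every single replicate reaches 30%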;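 also: absorbance from insulin aggregation driven by PDI reduction with DTT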
aDG glyco up: increases alpha dystroglycan glycosylation; Pro5-aDG cells, alpha-DG glycosylation AlphaScreen (IIH6); 0% Pro5, 100% B10-LARGE cell signal; activation, % at 10 µM; 360,000 compounds, 0.22% hits; AID 624168;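 active = activation of at least 8% versus controls, or a plate z-score of at least 8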;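 also: Pro5 are CHO cells carrying HIG-tagged alpha-DG that lacks glycosylation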
* marks the source's active call; other numbers are inactive results; ? = inconclusive; / = no result given.

compound	CaV13 FRET inh	iPSC survival up	m5-HT2A agonist	Cardio protect	Granule exo inh	N-glyco inh	Vif inh	ABCB6 inh 2	PDI turbidity	aDG glyco up
CC(C)(C)NC(=O)CN(C(=O)CCC(=O)Nc1nccs1)c1ccc(F)cc1	-3	-0.6	0	0	-2	3	-1	94	8	-0.1
O=[N+]([O-])c1c(NCCO)cc(N2CCC3(CC2)OCCO3)c2nonc12	-5	5.7	4	8	-1	3	-13	99	-12	-0.1
O=C(COc1ccc(Cl)cc1Cl)N1CCCC1	-9	-0.3	0	5	-4	1	-1	101	-4	1.1
Cc1cc(C)c(NC(=O)Nc2ccc3c(c2)OCO3)c(C)c1	/	-0.5	7	1	-4	2	-3	97	-4	0.0
CC(C)n1c(SCC(=O)Nc2ccccc2)nc2c1c(=O)n(C)c(=O)n2C	0	-2.5	-5	28	0	1	/	98	4	0.4
CCN(CC)S(=O)(=O)c1cc(C(=O)Nc2ccccn2)ccc1C	-9	-2.9	-1	-6	0	-2	-7	105	1	0.3
CCCCc1c(O)nc(SCC(=O)Nc2ccc(OC)cc2)n(-c2ccc(C)c(C)c2)c1=O	-5	3.0	0	3	-6	2	-3	91	-5	0.7
Nc1ccc2oc(-c3cccs3)nc2c1	-6	-2.2	3	-4	3	-2	3	101	-3	0.0
CCOc1ccccc1NC(=O)C1CCC(=O)N1S(=O)(=O)c1ccc(C)cc1 (stereo unspecified)	-3	-0.1	0	7	9	0	-32	95	8	-0.1
CCOC(=O)C1CCN(C(=O)CNS(=O)(=O)c2ccc(Br)s2)CC1	-4	-0.6	3	-1	1	0	-2	93	-2	0.0
Oc1ccc2ccccc2c1CN1CCN(c2ccccc2)CC1	-6	-0.7	-4	-2	1	-2	1	101	-1	0.1
CCOC(=O)C1=C(C)N(C[C@@H]2CC[C@@H](Cc3ccc4cc(OC)ccc4c3)O2)C(=O)NC1c1ccc(OC)cc1 (stereo partly specified)	-6	3.3	2	-1	-1	-6	-7	92	11	-0.2
Cc1c([N+](=O)[O-])cc(C(=O)NCc2ccc(F)cc2)cc1[N+](=O)[O-]	-7	2.9	-4	-2	2	2	-1	107	2	-0.2
Cc1nc2ccc(C(=O)N3CCN(c4ccccn4)CC3)cc2s1	/	6.3	2	-2	-4	1	8	106	9	0.1
N#C/C(=N\Nc1ccc(F)cc1)C(=O)C1CC1	-4	1.7	-2	-7	3	3	-8	90	-2	0.0
COc1ccc(Cn2cc(CN3CC(N4CCN(C)CC4)CS3(=O)=O)nn2)cc1 (stereo unspecified)	-8	0.8	1	/	6	/	/	98	/	0.0
O=C(Nc1ccc(Cl)cn1)c1ccc(COc2ccccc2Br)o1	-17	0.3	-4	-18	-6	1	-6	90	-2	0.2
CC1(C(=O)Nc2ccc3c(c2)OCCO3)CN(S(C)(=O)=O)CC(=O)N1Cc1cccc(C(F)(F)F)c1 (stereo unspecified)	-10	/	-3	/	-1	/	/	/	/	-0.1
CCCCCC(=O)Nc1nc(C)c(-c2csc(Nc3ccccc3OCC)n2)s1	-3	0.7	-3	-2	-6	-4	2	105	1	0.0
Cc1csc2nc(O)c(C(=O)NC3CCCCC3)c(=O)n12	-7	-0.3	-2	-2	0	-2	-3	103	-5	0.0
CCN(CC)C(=O)c1sc(N2C(=O)Nc3ccccc3N2O)c(C(=O)OC)c1C	-2	-0.7	-1	8	2	0	-1	100	4	-0.2
COc1cc(/C=C2/SC(=O)NC2=O)ccc1OC(=O)c1ccco1	-6	-0.3	4	-3	7	-5	-5	98	0	-0.2
O=C(NCc1cccs1)c1cc(-c2ccccc2)nc2ccccc12	-10	0.5	-4	19	-2	5	-4	99	5	0.0
COc1cccc(NC(=O)c2ccc3c(O)c(S(=O)(=O)c4ccccc4)c(=O)[nH]c3c2)c1	-2	0.1	2	0	-5	3	-3	102	4	-0.1
Cc1cccc(OCC(=O)Nc2ccncc2)c1C	-1	-0.3	5	-13	0	1	-1	95	-10	0.7
CN(Cc1ccccc1)S(=O)(=O)c1ccc2[nH]cc(C(=O)NCC3CCCO3)c(=O)c2c1 (stereo unspecified)	-9	0.1	-4	0	-2	8	/	104	5	-0.2
Cc1ccc(CSCC(=O)N(C)CC(=O)Nc2cccc(F)c2)cc1	-6	1.0	7	-5	23	-2	/	96	1	0.0
Cc1ncc([N+](=O)[O-])n1CC(=O)Nc1ccc(F)cc1F	-5	-0.1	-2	-2	?	-1	27	97	-5	0.2
O=C(c1cnccn1)N1CCCC(N2CCN(c3cccc(Cl)c3)CC2)C1 (stereo unspecified)	-4	0.0	-4	0	8	0	-7	106	-5	0.3
Cc1ccc(C(C)NC(=O)c2cc(C)oc2C)cc1 (stereo unspecified)	-4	-0.2	0	4	-5	0	1	103	-2	0.3
COc1ccccc1-n1c(C)nc2cc(C(=O)NCc3ccc4c(c3)OCO4)ccc21	-6	0.3	-7	-2	4	4	-1	97	-2	0.1
CCCn1c(SCC(=O)NCc2ccc(F)cc2)n[nH]c1=O	-5	1.1	0	1	4	1	11	98	19	-0.1
O=C1NC(=O)C(=Cc2ccco2)S1	-11	-0.6	5	-7	-3	0	-3	89	-5	-0.2
Cn1c(NC(=O)/C=C\c2ccccc2)cc(=O)n(C)c1=O	-16	3.1	-4	5	-3	-2	19	101	0	-0.2
O=S(=O)(Nc1cccc(-c2ccc3nncn3n2)c1)c1cccs1	-7	0.7	5	16	2	-3	4	114	-3	-0.5
COc1cc(CNCCc2ccccc2)ccc1OCC(=O)NC(C)(C)C	-6	2.1	-8	12	-1	0	2	92	20	0.8
COC(=O)CN(c1cc([N+](=O)[O-])ccc1OC)S(C)(=O)=O	-5	1.8	0	-5	-1	0	10	102	-5	-0.2
CCOC(=O)C1CCN(Cc2ccc(F)cc2)CC1	-8	4.5	3	9	2	0	12	104	-3	0.1
Cn1nc(-c2ccccc2)c(CSc2ccccc2Cl)c1Cl	/	1.3	-2	-17	-2	17	0	427	9	-0.1
O=C(Nc1cccc(-c2cn3c(n2)SCC3)c1)c1ccc(Br)o1	0	-0.5	-1	1	-1	1	6	95	-2	-0.1
COc1cc(NC(=O)C2CC(=O)N(Cc3ccco3)C2)c(OC)cc1Cl (stereo unspecified)	-5	-0.3	-1	4	-2	3	4	95	0	0.1
CC(C)CCN=Cc1c(O)n(-c2ccccc2)c(=O)c2ccccc12	-7	0.6	14	-7	0	1	1	104	7	0.2
C[C@@H]1O[C@@H](O[C@H]2[C@H](O[C@H]3C[C@]4(C)C(C[C@@H](O)C5C([C@]6(C)CC[C@@H](C(C)(C)O)O6)CC[C@]54C)[C@@]4(C)CC[C@H](O)C(C)(C)C34)O[C@H](CO)[C@@H](O)[C@@H]2O)[C@H](O)[C@H](O)[C@H]1O (stereo partly specified)	-10	-1.2	2	0	4	-1	-2	93	-4	0.6
COCCn1c(C)cc(/C=C2\NC(=S)N(C)C2=O)c1C	-5	-2.9	-3	-1	-1	1	11	106	-6	-0.6
CCn1c(C)nc2cc(C(=O)OCCC(F)(F)F)ccc21	/	4.4	4	7	-6	-1	-4	81	2	-0.1
Cc1noc(C)c1S(=O)(=O)Nc1ccccc1N1CCOCC1	10	0.6	-3	7	-6	-1	-5	101	-5	0.0
CC(/C=C/c1ccc2c(c1)OCO2)=N/NC(=O)COc1ccc(C)cc1	-4	-1.5	-5	2	2	0	-3	97	2	-0.2
CN(Cc1ccccc1)C1CC(=O)N(c2ccc(C(=O)O)cc2)C1=O (stereo unspecified)	-4	1.9	2	-1	-5	-1	8	110	-2	0.1
Cn1c(=O)c2c(nc(OC3CCCC3)n2C)n(C)c1=O	-8	-0.9	1	0	-3	2	-8	91	-13	0.1
C=CCNC(=O)CN(c1ccc(F)cc1)S(=O)(=O)c1ccc(OC)cc1	0	1.1	1	-2	-8	0	/	194	4	-0.2
CC1(C)CC(=O)C2=C(C1)N(CCN1CCOCC1)C1=C(C(=O)CC(C)(C)C1)C2c1ccc(Cl)cc1	-3	-0.9	0	52*	1	4	7	96	-3	0.0
COc1ccccc1NC(=O)c1ccc(NS(C)(=O)=O)cc1	-7	-0.9	-6	-2	1	-1	-3	94	-2	-0.1
C[C@H]1CN([C@@H](C)CO)S(=O)(=O)c2ccc(C3=CCCC3)cc2O[C@@H]1CN(C)C(=O)C1CCCCC1	-3	0.6	0	0	1	0	/	97	2	0.0
Oc1ccc(Cl)cc1/C=N/c1nc2ccccc2[nH]1	-8	-1.7	3	17	-6	1	-2	101	-6	-0.1
Cc1cccc(NS(=O)(=O)c2ccc(-c3ccc(=O)[nH]n3)o2)c1	-8	0.4	-4	12	-15	3	0	90	2	-0.2
CCOc1ccc(N(CC(=O)Nc2ccc(C)c(F)c2)C2=NC3CS(=O)(=O)CC3S2)cc1 (stereo unspecified)	-5	0.6	-2	-5	0	11	3	99	5	0.0
COc1ccc([C@H]2CC(=O)C=C(c3ccc(O)cc3)C2)cc1OC	-7	-0.9	-2	5	-3	1	3	100	10	0.9
CC(=O)c1cccc(NC(=S)NC(=O)c2cccc(C)c2)c1	-6	-1.1	-3	-15	-1	-3	0	95	4	0.2
